hERG WT inh = KCNH2 (human, wildtype) channel inhibition; 0.37% of 340,000 active; activity change, % at 1.84 µM; U2OS, BacMam KCNH2, thallium flux FluxOr; stronger effect = lower value; Q12809;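 active = maximum activity change below -70%; inconclusive = maximum activity change between -70% and -50%; inactive = maximum activity change above -50%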; also: % is scaled to controls: 0 for no effect and ±100 for the full control effect
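U2OS cells were transduced with wild-type KCNH2 virus (2.03 x 10^8 / mL) for 4 h at room temperature, then cultured overnight at 37 C. Thallium flux was read with FluxOr dye. Rate constants were normalized to DMSO controls.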
Mito fusion act = blocks mitochondrial division or promotes mitochondrial fusion; S. cerevisiae fusion-defective mutant growth rescue, CellTiterGlo 48 h; Potency, µM (top dose mostly 46.1 µM), for the others: at the top dose growth rescue (activation), hits mostly activators; 0.23% of 320,000 active; AID 485298;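 also: potency is read from the fitted curve at half-maximal effect; % of control where 0% means no effect; nearly all actives have a fitted effect of over 45% in size; temperature-sensitive fusion mutants such as fzo1-1 at 37 °C on non-fermentable ethanol glycerol medium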
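Temperature-sensitive fusion-defective S. cerevisiae (e.g. fzo1-1, mgm1-5) were grown with compound in YPEG medium (3% ethanol, 3% glycerol) for 48 hours at 37C. Growth rescue was measured as viability by CellTiterGlo luminescence after 10 minutes at ambient.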
GALK inh = inhibitors of human galactokinase. P51570. Purified GALK, Kinase-Glo residual ATP luminescence. Potency, µM (highest dose often 57.5 µM), for inactives: at the top dose activity change, negative = inhibition, hits mostly inhibitors. 0.007% of 270,000 active; also: potency is read from the fitted curve at half-maximal effect; % is scaled to controls: 0 for no effect and ±100 for the full control effect
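5 nM enzyme, 35 uM ATP, 100 uM galactose, 20 mM HEPES pH8.0, 5 mM MgCl2; 1 h RT; residual ATP by Kinase-Glo Plus luminescence, qHTS format.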
Menin-MLL TR inh = menin-MLL binding inhibition, Texas Red mutant peptide | Potency, µM (titrated, usually from 61.6 µM), inactives show at the highest dose FP activity change, negative = inhibition, actives largely listed as inhibitors | Menin + Texas Red MLL mutant peptide, fluorescence polarization | 0.23% of 270,000 active | O00255; active = well fitted inhibition curve with a large enough effect in the polarisation, with a control signal flat, not every such curve was filed as active; inconclusive = small, poorly fitted or top-dose-only effect, or effect the other way, or a change in a side signal; inactive = no such curve, though single readings can be large or run the other way; the % refers to the polarisation; also: potency is read from the fitted curve at half-maximal effect; % of control where 0% means no effect; many of its hits are not listed in these tables
MBNL1-CUG inh = MBNL1-poly(CUG) RNA binding inhibition. Q9NR56. AID 2675. TR-FRET MBNL1-His/biotin-(CUG)12 binding, 665/545 ratio. Potency, µM (series often up to 57.5 µM), without a hit: at the highest dose activity change, negative = inhibition, actives largely listed as inhibitors. 0.036% of 280,000 active; active = well fitted inhibition curve with a large enough effect in the signal ratio, with a control signal flat, not every such curve was filed as active; inconclusive = small, poorly fitted or top-dose-only effect, or effect the other way, or a change in a side signal; inactive = no such curve, though single readings can be large or run the other way; the % refers to the signal ratio; also: potency is read from the fitted curve at half-maximal effect; % is scaled to controls: 0 for no effect and ±100 for the full control effect
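Ratiometric TR-FRET (665 over 545 nm, excitation 340 nm) tracks disruption of MBNL1-His/biotin-(CUG)12 complex after 60 min at room temperature, with compounds at 92 nM to 58 uM final.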
Chronic BCR inh = inhibitors of chronic active B-cell receptor signaling; ABC-DLBCL IkBa-CBG/CBR reporter, luminescence ratio, 4 h; Potency, µM (series often up to 46.1 µM), without a hit: at the top dose ratio change, negative = lower green/red ratio, actives largely listed as inhibitors; 0.05% of 340,000 active; AID 493014; active = well fitted inhibition curve with a large enough effect in the signal ratio, with a control signal flat, not every such curve was filed as active; inconclusive = small, poorly fitted or top-dose-only effect, or effect the other way, or a change in a side signal; the % refers to the signal ratio;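 also: potency is read from the fitted curve at half-maximal effect; plate controls were basal doxycycline-induced cells for no effect and cells given 10 µM MG132 for full effect; MG132 reads +100%, hits lower the ratio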
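TMD8 ABC-DLBCL cells carrying doxycycline-inducible green luciferase fused to IkappaBalpha plus unfused red luciferase were exposed to compounds (up to 46 uM) for 4 hrs at 37C. Activity came from the overlap-corrected green/red luminescence ratio.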
ASM inhibitor = human S-ASM enzyme inhibition | placental ASM, HMU-PC fluorogenic substrate, 60 min | Potency, µM (series often up to 57.5 µM), for the others: at the highest dose activity change, negative = inhibition, most hits filed as inhibitors | 0.006% of 340,000 active | AID 504937; also: potency is read from the fitted curve at half-maximal effect
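Steps: dispense placental human ASM, pin compound, wait 10 min at room temperature, add HMU-PC0 substrate at 9 uM final, incubate 60 min at 37 °C, add stop solution raising pH to 10, read fluorescence.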
Eya2 phos inh = blocks the phosphatase activity of human Eya2; recombinant Eya2, OMFP fluorescence dephosphorylation (OMFP is methylfluorescein phosphate); Potency, µM (series often up to 76.9 µM), inactives show at the top dose activity, negative = inhibition, usual class: inhibitors; 0.006% of 330,000 active; AID 488837; also: potency is read from the fitted curve at half-maximal effect; % is scaled to controls: 0 for no effect and ±100 for the full control effect
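Eya2 protein (added as 0.2 uM solution) was preincubated with compound for 10 min at ambient temperature in 50 mM HEPES pH 7.5, 50 mM NaCl, 5 uM MgCl2, 0.05% BSA, 1 mM DTT. OMFP (added at 50 uM) then reacted 10 min; fluorescence read at 485/525 nm.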
USP2a inh = blocks human ubiquitin-specific protease USP2a; O75604; USP2 core, Ub-CHOP2 coupled fluorogenic reporter, 485/531; Potency, µM (highest dose often 38.3 µM), without a hit: at the highest dose activity change, negative = inhibition, actives largely listed as inhibitors; 0.01% of 330,000 active;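 also: potency is read from the fitted curve at half-maximal effect; plate controls were DMSO wells for no effect and full inhibition by NEM control for full effect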
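USP2 core (10nM final) preincubated 30min RT with compound in 20mM Tris-HCl pH 8.0, 2mM CaCl2, 2mM beta-mercaptoethanol, 0.05% CHAPS; 25nM Ub-CHOP2 plus 25nM reporter substrate added, fluorescence (Ex485/Em531) read after 60min.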
PKM2 act = increases activity of human pyruvate kinase M2; P14618; purified PKM2, Kinase-Glo ATP luminescence, activation; response scale: 0% is enzyme alone, no compound; Potency, µM (doses to about 57.5 µM), without a hit: at the top dose activation, most hits filed as activators; 0.34% of 260,000 active; also: potency is read from the fitted curve at half-maximal effect; % is scaled to controls: 0 for no effect and ±100 for the full control effect; nearly all actives have a fitted effect of over 55% in size
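Purified hPK-M2 (>95% pure) converted ADP (0.1 mM final) to ATP with 0.5 mM PEP in 50 mM imidazole pH7.2, KCl, MgCl2, Tween 20, BSA; 1 h at room temperature. ATP detected by Kinase-Glo luminescence.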
TSHR antagonist = blocks TSH signaling through the human TSH receptor; activity change, negative = inhibition, % at 11.5 µM; P16473; 0.2% of 330,000 active; TSHR-expressing cells, TSH-stimulated cAMP HTRF, 2 h; stronger effect = lower value;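 active = activity change below a set negative limit, meaning inhibition stronger than a set level, cut at about -70% in these data; inconclusive = activity change between two set negative limits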; also: % is scaled to controls: 0 for no effect and ±100 for the full control effect
Target sequence (P16473 whole entry, looked up): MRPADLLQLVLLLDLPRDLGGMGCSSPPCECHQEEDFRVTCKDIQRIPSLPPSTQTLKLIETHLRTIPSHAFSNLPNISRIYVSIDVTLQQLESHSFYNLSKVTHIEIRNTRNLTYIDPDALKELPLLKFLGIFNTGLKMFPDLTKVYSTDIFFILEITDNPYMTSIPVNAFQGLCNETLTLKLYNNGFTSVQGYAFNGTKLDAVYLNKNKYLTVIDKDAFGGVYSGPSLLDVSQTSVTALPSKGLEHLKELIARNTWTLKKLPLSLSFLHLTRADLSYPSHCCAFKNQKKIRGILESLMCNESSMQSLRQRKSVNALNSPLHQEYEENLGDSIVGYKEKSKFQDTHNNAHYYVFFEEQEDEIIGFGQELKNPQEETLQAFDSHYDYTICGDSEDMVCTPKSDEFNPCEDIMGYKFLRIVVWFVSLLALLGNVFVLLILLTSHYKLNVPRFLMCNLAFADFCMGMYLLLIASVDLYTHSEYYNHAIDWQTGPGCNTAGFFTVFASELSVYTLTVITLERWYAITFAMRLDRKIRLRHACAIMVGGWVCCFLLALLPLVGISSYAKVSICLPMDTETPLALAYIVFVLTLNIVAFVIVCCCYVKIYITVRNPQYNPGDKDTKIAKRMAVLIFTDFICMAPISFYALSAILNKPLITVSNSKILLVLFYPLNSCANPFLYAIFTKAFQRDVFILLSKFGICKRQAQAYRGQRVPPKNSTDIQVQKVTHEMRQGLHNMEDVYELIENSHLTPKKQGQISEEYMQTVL
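TSHR-expressing cells, 200/well, pre-treated with compound, then stimulated with EC80 TSH (4nM final) for 2 hours at 37 deg C. cAMP measured by competitive HTRF: anti-cAMP cryptate antibody in lysis buffer plus cAMP-d2, read after 30 minutes at room temperature.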
Numbers without * were called inactive; i = inactive; ? = inconclusive; . = not tested or not shown; [ ] = dose if it differs, or a comment. Unless noted, calls follow the shape of the dose curve; as a rule, active = well fitted curve in the direction sought with a large enough effect; inconclusive = small, poorly fitted or top-dose-only effect, or another doubt; inactive = no such curve, though single readings can be large; an effect the other way counts as inactive or inconclusive. An excerpt; count on the stated rates, not on these rows.

structure,hERG WT inh,Mito fusion act,GALK inh,Menin-MLL TR inh,MBNL1-CUG inh,Chronic BCR inh,ASM inhibitor,Eya2 phos inh,USP2a inh,PKM2 act,TSHR antagonist
CCn1c(SCC(=O)N/N=C/c2ccc(C)o2)nnc1-c1ccc(C)cc1,18,-5%,-2%,-16%,12%,-2%,4%,-3%,-1%,2%,-3
CCOC(=O)/C(C#N)=C1/SC(CC)C(=O)N1c1ccc(Br)cc1 (stereo not drawn),2,1%,3%,-25%,-5%,8%,3%,7%,-1%,3%,7
CCN(CC)c1ccc(/C=N/N2C(=O)c3ccccc3C2=O)c(O)c1,-8,.,.,?,-5%[11.5 µM],3%,24%,-18%,8%,-15%,40
CCCC(=O)Nc1sc(C)c(-c2ccc(OC)cc2)c1C#N,-8,-3%,1%,-2%,17%,-3%,4%,-1%,1%,-2%,7
NNC(=S)Nc1cccc(Cl)c1,0,-1%,1%,.,-5%,-26%,3%,3%,0%,-3%,9
Cn1cnc(C(=O)NCc2ccccc2)c1C(=O)NCc1ccccc1,-2,.,.,.,.,-1%,-8%,-12%,-4%,.,20
COc1ccc(OC)c(Cc2nnc(CCC(=O)NC3C4CC5CC(C4)CC3C5)o2)c1 (stereo not drawn),i,2%,6%,-17%,-13%,?,0%,-7%,0%,-12%,17
Cc1ccccc1OCCC(=O)OCC(=O)NCCc1ccc(S(N)(=O)=O)cc1,-3,0%,.,.,.,0%,0%,-3%,4%,.,11
S=C(NCc1ccco1)Nc1ccccc1Cl,2,-1%,.,.,0%,-6%,-1%,7%,4%,-15%,5
Cc1noc(C)c1COc1ccccc1C(=O)N1CCN(S(=O)(=O)c2ccccc2F)CC1,7,5%,.,.,.,-26%,.,-26%,0%,.,.
COc1ccc(F)cc1S(=O)(=O)NCC(c1ccco1)N1CCc2ccccc2C1 (stereo not drawn),-2,?,.,.,.,14%,-1%,2%,3%,.,-14
Cc1ccnc(N/C=C(/NC(=O)c2ccccc2)C(=O)N/N=C\c2ccc(F)cc2)n1,-4,1%,4%,-13%,9%,.,-2%,.,.,-1%,.
O=C(CSc1nnc(C2CC2)n1-c1ccccc1)N1CCNC1=O,-6,-5%,.,.,.,6%,3%,10%,-2%,.,-13
C/C=C(/C)C(=O)OC1Cc2c(ccc3ccc(=O)oc23)OC1(C)C (stereo not drawn),4,-5%,-2%,-5%,4%,?,2%,-19%,-9%,7%,8
CCC(=O)OCCNc1cc(Sc2nccn2C)c2nonc2c1[N+](=O)[O-],0,16%,-2%,?,?,?,-4%,8%,3%,?,-97*
COc1ccc(NC(=O)CN2C(=O)NC(c3ccccc3)(c3ccccc3)C2=O)cc1OC,-3,-11%,11%,46%[activator],0%,-20%,-11%,17%,1%,.,-6
CCCc1ccc2oc(C(=O)NCCCN3CCOCC3)c(C)c2c1,24,-7%,-4%,.,-1%,?,-1%,-7%,-2%,-6%,0
O=C(O)c1ccccc1CSc1nc2ccccc2[nH]1,-1,8%,-1%,12%,-2%,?,-2%,2%,1%,0%,5
CCOC(=O)C1C(c2cccc(F)c2)NC(=S)NC1(O)C(F)(F)F (stereo not drawn),3,-2%,-1%,-1%,-9%,-2%,5%,-1%,2%,1%,-10
Cc1ccc(-c2nnc(SCC(=O)O)n2N)cc1,3,0%,-1%,1%,-6%,3%,0%,-13%,2%,0%,9
COc1cc(C)c(CN2CCC(Cc3ccccc3)CC2)cc1C,36,-7%,4%,-20%,-17%,?,2%,-4%,-1%,2%,-1
COCCn1c(COc2ccc(C)cc2)nc2ccccc21,2,-7%,-1%,-12%,-3%,?,0%,-1%,0%,-3%,7
N=C1/C(=C/c2ccc(-c3cccc(C(=O)O)c3)o2)C(=O)N=C2SC(CC(=O)N3CCOCC3)=NN12,.,5%,5%,?,-4%,0%,-6%,9%,2%,.,-2
CCOC(=O)c1c(NC(=O)CC2SC(N)=NC2=O)sc2c1CCCC2 (stereo not drawn),-14,-1%,-5%,0%,-17%,6%,-16%,-4%,3%,3%,4
CCOC(=O)Cn1cc(-c2ccccc2)nn1,-4,-7%,3%,-7%,-11%,4%,0%,7%[15.4 µM],4%,-1%,3
Cc1ccccc1C(=O)Nc1cccc(C(=O)N/N=C/c2ccccn2)c1,-23,-3%,.,3%,8%,?,5%,-4%,1%,.,3
COc1ccc(CCNC(=O)CSc2nc(=O)n3cc(C)ccc3n2)cc1OC,-3,1%,.,.,.,0%,0%,-11%,1%,.,21
CC(C)c1cc(C(=O)O)c2cnn(C(C)C)c2n1,-14,4%,0%,.,4%,-1%,4%,-8%,5%,2%,-9
CCC1=Nc2cc(C(=O)NCc3ccco3)ccc2Sc2ccccc21,-1,?,0%,-2%,.,?,-8%,1%,1%,18µM*,16
Cc1ccc(NC(=O)CCOc2ccccc2)cc1,3,-3%,2%,-1%,-2%,?,1%,-6%,4%,.,-2
CCOC(=O)c1ccc(NC(=O)CNS(=O)(=O)c2ccccc2)cc1,2,3%,-2%,19%,-26%,-15%,-1%,0%,1%,-13%,7
CCc1ccc(N=C2NC(=O)CS2)cc1,19,1%,5%,0%,1%,-7%,-1%,1%,1%,1%,-10
Cc1ccccc1NC(=O)CC(=O)Nc1ccccc1C,7,-4%,2%,1%,5%,0%,4%,-1%,1%,.,2
Cc1ccc(C)c(N2CCN(CCCNC(=O)Cn3c(=O)c4cccn4c4cccnc43)CC2)c1,-6,-2%,-1%,?,0%,2%,3%,4%,3%,0%,-5
CCc1ccn2cc(-c3ccc4c(c3)OCO4)nc2c1,2,-2%,4%,.,-1%,?,0%,-15%,0%,-48%,-1
COc1cc(C(=O)Oc2ccc(/C=N/NC(=O)c3ccncc3)cc2)cc(OC)c1OC,-10,1%,0%,5%,?,0%,-3%,13%,1%,4%,-11
O=C(COC(=O)Cc1n[nH]c(=O)c2ccccc12)NNC(=O)c1ccc(Br)cc1,-10,.,.,.,.,0%,-8%,1%,-1%,.,18
CC1CN(C(=O)COC(=O)c2cc(S(N)(=O)=O)c(Cl)cc2Cl)CC(C)O1 (stereo not drawn),-4,2%,-2%,4%,3%,4%,0%,9%,2%,-1%,3
COc1ccc(N2CCN(C(=O)c3ccc4c(c3)NC(=O)C(CSCc3ccc(C)cc3)N4)CC2)cc1 (stereo not drawn),.,8%,7%,?,5%,1%,.,-8%,1%,16%,-10
COCCSc1nnc(NC(=O)Cc2ccc(OC)c(OC)c2)s1,3,-4%,-2%,7%,-6%,-28%,5%,2%,-1%,3%,-13
O=C(COc1ccc(C(=O)c2ccccc2)cc1)NCC(=O)Nc1ccccc1Br,.,8%,1%,4%,11%,?,-1%,6%,-5%,-3%,-1
CCOc1ccc(-n2c(=O)c3sccc3n(CC(=O)NCCc3ccc(OC)c(OC)c3)c2=O)cc1,-4,-10%,-2%,?,-1%,?,3%,11%,1%,-4%,4
CCOc1ccc(N(CC(=O)N2CCN(c3ccccc3)CC2)S(=O)(=O)c2c(C)noc2C)cc1,5,4%,1%,-7%,-9%,0%,0%,-5%,0%,-2%,-10
